H9c2 TAG inh = inhibitors of triacylglycerol accumulation, primary screen, cell-based, uHTS, fluorescence, H9c2; AID 651582, 2012; inhibition, % at 12.5 µM; H9c2 cells, Nile Red lipid (TAG) fluorescence; cells loaded with 200 µM oleic acid; 0.66% of 230,000 active;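 active = pattern-corrected inhibition of lipid staining of at least 50% with the nuclear-stain viability signal not falling by more than 50%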;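 also: 0% = DMSO wells and 100% = triacsin C control wells; some results filed as inactive read as strong as hits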
H9c2 TAG inh DAPI viability = also measured in H9c2 TAG inh; calls as there; DAPI nuclei signal change (viability), lower = more cytotoxic, %;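 whole-well DAPI fluorescence read on a plate reader as a viability signal; minus 50 percent equals half of cells still viable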
* = called active by the depositor. A portion of the library, so the mix of outcomes need not match the whole.

Sample of the layout, 18 compounds:
SMILES | H9c2 TAG inh | H9c2 TAG inh DAPI viability
CC(=O)C1=NOC(CNC(=O)c2c(-c3ccccc3Cl)noc2C)C1 (stereo not drawn) | -2 | -12
Cc1cc(-c2nc3ccccc3o2)c2ccccc2n1 | -2 | 3
COc1ccc(/C(O)=C2/C(=O)C(=O)N(CCCN3CCOCC3)C2c2ccc(Cl)cc2)cc1 (stereo not drawn) | 2 | 4
N#Cc1ccc(C(=O)CSc2n[nH]c(=O)n2-c2cccnc2)cc1 | 2 | 0
COC(=O)c1ccc(Cn2c(C)c(C(=O)NCc3ccc(C#N)cc3)sc2=O)o1 | 2 | -9
Cc1cccc2sc(N3CCN(C(=O)C4COc5ccccc5O4)CC3)nc12 (stereo not drawn) | 0 | 3
COc1cccc(C2c3c(oc4ccccc4c3=O)C(=O)N2CCCN2CCOCC2)c1OC (stereo not drawn) | -2 | 1
COc1cc(/C=C/c2sc3ccccc3[n+]2CCCS(=O)(=O)[O-])ccc1O | 6 | -3
CCn1nc(NC(=O)c2ccccc2)c2cc3cccc(C)c3nc21 | -8 | 36
O=C(CSc1nnc(C2CC2)n1C1CC1)Nc1cccc(Br)c1 | -7 | 3
Nc1nnc(CC(=O)N2CCCCC2)s1 | 3 | 0
CCc1ccc(CN2CCC(Oc3ccc(C(=O)N4CCCC4)cc3)CC2)cc1 | -4 | 10
CC/C(=C\C1CCCCC1)C(NP(=O)(c1ccccc1)c1ccccc1)c1ccccc1 (stereo not drawn) | -25 | 1
CCOc1ccc(N(CC(=O)NC2CCCCC2)C(=O)CNC(=O)c2ccco2)cc1 | -9 | 7
O=C(NCC1(N2CCCCC2)CCCCC1)c1ccc(S(=O)(=O)N2CCCC2)cc1 | 21 | 0
CC1CCN(C(=O)COC(=O)c2ccc3c(c2)OCCO3)CC1 | -3 | 9
COc1ccccc1CNC(=O)COC(=O)c1cccc(S(=O)(=O)N2CCCCC2)c1 | -6 | 2
CCc1ccc(NC(=O)CSc2nc3ccccc3c(=O)n2CCCN2CCC(C)CC2)cc1 | 30 | 7

Main list, previewed entries included:
SMILES | H9c2 TAG inh | H9c2 TAG inh DAPI viability
CC(=O)C1=NOC(CNC(=O)c2c(-c3ccccc3Cl)noc2C)C1 (stereo not drawn) | -2 | -12
Cc1cc(-c2nc3ccccc3o2)c2ccccc2n1 | -2 | 3
COc1ccc(/C(O)=C2/C(=O)C(=O)N(CCCN3CCOCC3)C2c2ccc(Cl)cc2)cc1 (stereo not drawn) | 2 | 4
N#Cc1ccc(C(=O)CSc2n[nH]c(=O)n2-c2cccnc2)cc1 | 2 | 0
COC(=O)c1ccc(Cn2c(C)c(C(=O)NCc3ccc(C#N)cc3)sc2=O)o1 | 2 | -9
Cc1cccc2sc(N3CCN(C(=O)C4COc5ccccc5O4)CC3)nc12 (stereo not drawn) | 0 | 3
COc1cccc(C2c3c(oc4ccccc4c3=O)C(=O)N2CCCN2CCOCC2)c1OC (stereo not drawn) | -2 | 1
COc1cc(/C=C/c2sc3ccccc3[n+]2CCCS(=O)(=O)[O-])ccc1O | 6 | -3
CCn1nc(NC(=O)c2ccccc2)c2cc3cccc(C)c3nc21 | -8 | 36
O=C(CSc1nnc(C2CC2)n1C1CC1)Nc1cccc(Br)c1 | -7 | 3
Nc1nnc(CC(=O)N2CCCCC2)s1 | 3 | 0
CCc1ccc(CN2CCC(Oc3ccc(C(=O)N4CCCC4)cc3)CC2)cc1 | -4 | 10
CC/C(=C\C1CCCCC1)C(NP(=O)(c1ccccc1)c1ccccc1)c1ccccc1 (stereo not drawn) | -25 | 1
CCOc1ccc(N(CC(=O)NC2CCCCC2)C(=O)CNC(=O)c2ccco2)cc1 | -9 | 7
O=C(NCC1(N2CCCCC2)CCCCC1)c1ccc(S(=O)(=O)N2CCCC2)cc1 | 21 | 0
CC1CCN(C(=O)COC(=O)c2ccc3c(c2)OCCO3)CC1 | -3 | 9
COc1ccccc1CNC(=O)COC(=O)c1cccc(S(=O)(=O)N2CCCCC2)c1 | -6 | 2
CCc1ccc(NC(=O)CSc2nc3ccccc3c(=O)n2CCCN2CCC(C)CC2)cc1 | 30 | 7
O=C(c1ccc(C(F)(F)F)cc1)N1CCC(=O)N(C(COCc2ccccc2)Cc2ccccc2)CC1 (stereo not drawn) | 14 | 7
Cc1ccc(OCCCCCN2CCOCC2)c(Cl)c1 | 0 | 6

3 compounds from above, ordered by number of heavy atoms, rising:
SMILES | H9c2 TAG inh | H9c2 TAG inh DAPI viability
CC1CCN(C(=O)COC(=O)c2ccc3c(c2)OCCO3)CC1 | -3 | 9
COC(=O)c1ccc(Cn2c(C)c(C(=O)NCc3ccc(C#N)cc3)sc2=O)o1 | 2 | -9
COc1cccc(C2c3c(oc4ccccc4c3=O)C(=O)N2CCCN2CCOCC2)c1OC (stereo not drawn) | -2 | 1

Other structures.
SMILES | H9c2 TAG inh | H9c2 TAG inh DAPI viability
Cc1oc(-c2ccc(Cl)cc2)cc1C(=O)O | -17 | 4
COc1cccc(C2Oc3ccccc3C3CC(c4cccs4)=NN32)c1 (stereo not drawn) | -8 | 4
Cn1c(CNC(=O)c2ccccc2F)nnc1SCc1ccc(Cl)cc1 | -4 | -10
CC(C)CCOc1cccc(C2c3c(oc4ccccc4c3=O)C(=O)N2CCCN2CCOCC2)c1 (stereo not drawn) | 3 | -9
CCc1nnc(NC(=O)c2cccc(S(=O)(=O)N3CCN(C)CC3)c2)s1 | 4 | 11
Cc1cc(NC(=O)CSC2=NS(=O)(=O)c3ccccc3N2)no1 | 2 | 5
CCOC(=O)c1nnn(-c2nonc2N)c1-c1ccc(Br)cc1 | 10 | -5
O=C1CCC(C(=O)OCC(=O)C23CC4CC(CC(C4)C2)C3)N1 (stereo not drawn) | -11 | 7
COc1ccccc1CNC(=O)COC(=O)c1ncc(Cl)c(Cl)c1Cl | 1 | 0
CCOC(=O)[C@@H]1[C@H]2COc3cc(OC)ccc3[C@@H]2N2C(=O)N(c3ccc(C(F)(F)F)cc3)C(=O)[C@]12C | -14 | 5
O=C(CNC1CCCCC1)Nc1ccc([N+](=O)[O-])cc1C(=O)Nc1ccccc1F | 22 | 5
COc1ccc(CCNC(=O)CCn2c(=O)[nH]c3cc(OC)c(OC)cc3c2=O)cc1OC | 12 | 8
CCOc1ccc(CN2CCC(C(=O)N3CCN(c4ccccc4F)CC3)CC2)cc1OC | 12 | -14
O=C(COc1ccccc1)NC1CCCCCCC1 | 20 | 7
O=C1c2ccc([N+](=O)[O-])cc2NC(c2ccco2)N1/N=C/c1ccco1 (stereo not drawn) | 1 | -11
COC(=O)COc1ccc(/C=N/NS(=O)(=O)c2ccccc2)cc1 | 0 | -3
CC1=NN(CCC#N)C(=O)/C1=C/c1ccc(N(C)C)cc1 | 15 | -11
Cc1ccc(NC(=O)CCSc2nc(C)cc(C)n2)cc1 | -8 | 6
Nc1nnc(SCC(=O)NC2CCCCCC2)s1 | 7 | -5
CCOc1cccc(C(=O)NC(=S)Nc2ccc(N3CCCC3)cc2)c1 | 15 | 11
Clc1ccc2nc(-c3ccccc3)c(Cc3ccccc3)n2c1 | -5 | 4
COc1ccccc1CNC(=O)Cc1csc(NC(=O)Nc2ccccc2OC)n1 | 8 | 2
CC(NC(=O)COC(=O)CCNC(=O)c1ccco1)C12CC3CC(CC(C3)C1)C2 (stereo not drawn) | 6 | 4
CCC(C)N(CCNC(=O)c1ccc(NC2=NC3CS(=O)(=O)CC3S2)cc1)Cc1ccco1 (stereo not drawn) | 9 | -1
COc1ccc(OC)c(-n2c(C)cc(C=O)c2C)c1 | -12 | 7
COc1ccc(S(=O)(=O)N2CCN(CC(=O)NC(C)c3cccs3)CC2)cc1 (stereo not drawn) | -4 | -7
C#CCN(C[C@@H]1[C@@H](OC(=O)NC2CC2)[C@@H](OC(=O)NC2CC2)Cn2c(=O)ccc(=O)n21)S(=O)(=O)c1ccc(C)cc1 | 0 | 3
CC[C@H](C)Cc1cn([C@@H](CCCCNC(=O)OC(C)(C)C)C(=O)NCCCCCCCCCCC(=O)N2CCN(C(=O)OC(C)(C)C)CC2)nn1 | -44 | -8
COc1ccc(/C=C\C(=O)NCc2ccc3c(c2)cc(C)n3C)cc1OC | 15 | -8
CCn1c(-c2ccc(C(C)(C)C)cc2)n[nH]c1=S | 0 | 4
O=C(Oc1ccc(-c2nnco2)cc1)C1CCN(C(=O)c2ccc(F)cc2)CC1 | -3 | 12
CCn1c(=O)cc(OCC(=O)N2CCCCCC2)c2ccccc21 | 10 | 6
COC(=O)[C@@H]1CCCN1Cc1c(C(=O)N2CCOCC2)nc2c(C)cccn12 | -9 | 15
NC(=O)c1ccc(-n2nnnc2SCc2ccc(F)cc2)cc1 | -25 | -7
CCOC(=O)c1c(NC(=O)C2C3C=CC(C3)C2C(=O)O)sc2c1CCCC2 (stereo not drawn) | 11 | 6
O=[N+]([O-])c1cccnc1Sc1ccc(F)cc1 | -1 | -3
Cc1cccc(Nc2ncnc3onc(-c4ccc(F)cc4)c23)c1C | -1 | 8
FC(F)(F)c1nc(-c2ccccc2)ncc1-c1nnnn1-c1ccccc1 | -4 | 2
Cc1ccc(/C=C2\SC(=S)N(CCCC(=O)Nc3ccccn3)C2=O)cc1 | -1 | 12
O=C(CCCc1ccccc1)N1CCN(c2ccc([N+](=O)[O-])cc2)CC1 | -11 | -7
CC1CCCCN1C(=O)c1cc2nc(-c3ccccc3)cc(-c3ccccc3)n2n1 (stereo not drawn) | 32 | 10
CN(C)C=NC(=O)c1cccn1-c1ncc(C(F)(F)F)cc1Cl | -10 | 12
C=C(C)Cn1c2ccc(NC(=O)NCC)cc2c(=O)n1C | 5 | 11
Cc1ccc(C)c(Cn2c(O)c(N=NC(=S)Nc3ccccc3F)c3ccccc32)c1 | 40 | -7
COc1ccc(N=C2NC(=O)C(CC(=O)NCCc3ccc(OC)c(OC)c3)S2)cc1 (stereo not drawn) | 9 | 1
CN(CC(=O)Nc1ccc(Cl)cc1)C(=O)c1cc(-c2cccs2)nn1-c1ccccc1 | 0 | -3
Cc1cc(C)n(CCCN2CCC(C(=O)Nc3cccc(-c4cccc(F)c4)c3)CC2)n1 | -12 | 10
Cc1ccc(-c2ccc(C3=CC(=O)CC(C)(C)C3=O)cc2)cc1 | -2 | -9
O=C(Cn1c(=S)nc2ccccn21)N1CCc2ccccc2C1 | -13 | 5
NC(=S)NNc1ccnc2cc(Cl)ccc12 | -12 | 6
Cc1ccc(CCNC(=O)C2CCCN(S(=O)(=O)c3c(C)noc3C)C2)cc1 (stereo not drawn) | 40 | -3
CC(=O)N[C@H]1C(O)O[C@H](CO)[C@@H](O)[C@@H]1O (stereo partly drawn) | -8 | 5
CC(NC(=O)c1cc(COc2cccc(C(F)(F)F)c2)on1)c1nccs1 (stereo not drawn) | 2 | -5
COc1cccc2cc(C(=O)OC3CCN(C)CC3)c(=O)oc12 | -15 | 8
COCCNC(=O)Cn1cc(C(=O)c2ccco2)c2ccccc21 | 3 | -4
N#Cc1ccc(S(=O)(=O)N2CCN(C(=O)C3CC(=O)N(c4ccc5c(c4)OCCO5)C3)CC2)cc1 (stereo not drawn) | 9 | -3
Nc1nnn(CC(=O)N/N=C/C=C/c2ccccc2)n1 | 2 | -6
CC(C)(O)C#Cc1ccc(CNC[C@H]2O[C@@H](n3cnc4c(N)ncnc43)[C@H](O)[C@@H]2O)s1 | 0 | 3
CCC(CO)Oc1cc(NCc2ccc(C(=O)O)cc2)c2ncn(C(C)C)c2c1 (stereo not drawn) | -22 | 10
Cc1cc(C)c2nc(-c3ccncc3)cc(C(=O)N3CCN(Cc4ccccc4Cl)CC3)c2c1 | 62* | 0.0*

(continued)
SMILES | H9c2 TAG inh | H9c2 TAG inh DAPI viability
Cc1ccc(C(=O)NCCCNc2ccccc2[N+](=O)[O-])cc1 | -1 | -4
O=C(CSc1cn(CCNC(=O)c2cccs2)c2ccccc12)NCC1CCCO1 (stereo not drawn) | 5 | -1
COc1ccc(CNCc2ccc3ccccc3c2)c(OC)c1 | -5 | 22
Cc1nc(S(=O)(=O)c2cccc(Cl)c2)nc2c1CCC2 | 1 | -9
CCC(=O)Nc1ccc(Br)cn1 | -10 | 2
CCCCn1c(N)c(N(CCOC)C(=O)c2cccc(S(=O)(=O)N(C)c3ccccc3)c2)c(=O)[nH]c1=O | 9 | -1
CCOc1ccc2c(c1)nc(C)n2C | -5 | -5
O=C(CCNC(=O)c1ccc(Br)cc1)NNC(=O)c1ccccc1O | 6 | -13
COc1cc(C(=O)OCCN2CCOCC2)ccc1O | 15 | -4
CCOC(=O)N1CCC(NC(=O)C2CCCN(S(=O)(=O)c3cccnc3)C2)CC1 (stereo not drawn) | 7 | -3
CNC(=O)CSc1nc(-c2ccccc2)c(-c2ccccc2)o1 | -5 | 5
CCc1nc2ccc(C(=O)NCCOc3ccc(OC)cc3)cn2c1N(C)Cc1cccs1 | 2 | -14
N#CC(=Cc1ccc(O)cc1)C(N)=C(C#N)C#N | 8 | 5
COc1cc(C)c2sc3ccccc3c(=O)c2c1NCCN(C)C | 70* | -39*
Cc1ccc(NC(=S)NCCc2ccccc2)nc1 | 7 | 9
COc1ccc(OC)c(NC(=O)CC(NC(C)=O)c2ccccc2)c1 (stereo not drawn) | -3 | 4
O=S(=O)(NCCc1csc(-c2cccnc2)n1)c1ccc(F)cc1 | -1 | -5
O=C(N/N=C/c1ccccc1O)C1CC(=O)N(c2ccc(Cl)cc2)C1 (stereo not drawn) | 20 | -17
Cc1cccc(NC(=O)CSc2nc3ccccc3c(=O)n2CC2CCCO2)c1 (stereo not drawn) | 36 | -4
CCc1ccc(CCC(=O)N2CCN(S(=O)(=O)c3sc(C(=O)O)c(C)c3C(=O)O)CC2)cc1 | 12 | -1
Cc1ccc(C(=O)NCC(=O)Nc2ccc(Cl)cc2)s1 | 0 | 4
Cc1ccc(S(=O)(=O)N2CCN(Cc3cc(C(C)C)ccc3O)CC2)cc1 | -20 | 0
O=C(CCc1ccccc1)NNc1ccc(F)cc1 | -4 | 2
Cc1ccccc1N1CCN(C2CCCN(C(=O)CCC(F)(F)F)C2)CC1 (stereo not drawn) | -5 | 6
